PME-1 inh: PME-1 inhibitors via competitive probe labeling, primary screen, biochemical, fluorescence polarization, FP-Rh probe, HTS | 320,000 tested, 0.53% active | AID 2130, 2009 | Protein phosphatase methylesterase 1 (Homo sapiens), Q9Y570 | inhibition, % at 5.9 µM | recombinant PME-1;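 active = inhibition above the campaign mean of all compounds plus 3 SD, cut at about 26% in these data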;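 note: competitive labeling of PME-1 active site by serine hydrolase directed probe; 0% = PME-1 with DMSO and 100% = wells lacking PME-1 enzyme; inhibitors block probe labeling so polarization falls and inhibition rises; many of its hits are not listed in these tables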
Target sequence (Q9Y570 whole entry, looked up): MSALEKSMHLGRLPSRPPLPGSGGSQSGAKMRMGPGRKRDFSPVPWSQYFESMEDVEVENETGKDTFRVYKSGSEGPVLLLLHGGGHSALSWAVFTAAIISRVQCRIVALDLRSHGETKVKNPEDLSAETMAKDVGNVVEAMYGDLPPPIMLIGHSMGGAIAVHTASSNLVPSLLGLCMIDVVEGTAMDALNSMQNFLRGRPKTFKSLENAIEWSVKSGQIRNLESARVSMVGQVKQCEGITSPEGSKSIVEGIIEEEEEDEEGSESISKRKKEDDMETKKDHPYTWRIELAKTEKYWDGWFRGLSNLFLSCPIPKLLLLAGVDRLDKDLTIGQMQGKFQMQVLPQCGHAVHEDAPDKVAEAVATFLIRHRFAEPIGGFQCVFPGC
GSTO1 inh: inhibitors of recombinant GSTO1, primary screen, counter-screen for RBBP9 inhibitor project, biochemical, fluorescence polarization; Glutathione S-transferase omega-1 (Homo sapiens), P78417; activity-based probe fluorescence polarization; inhibition, % at 5.96 µM; 300,000 tested, 1.1% active;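 active = inhibition above the campaign mean inhibition plus 3 SD, cut at about 35% in these data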;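 note: 0% = GSTO1-1 with DMSO and 100% = wells lacking GSTO1-1 enzyme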
PAFAH1B3 inh: PAFAH1B3 enzyme inhibitors, primary screen, biochemical, fluorescence polarization, human. Platelet-activating factor acetylhydrolase IB subunit alpha1 (Homo sapiens), Q15102. recombinant PAFAH1B3, FP-rhodamine probe. inhibition, % at 3.39 µM. 340,000 tested, 0.28% active. AID 492972, 2010;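 active = inhibition above the screen-wide average of all tested compounds plus 3 SD, cut at about 25% in these data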;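 note: 0% = enzyme with DMSO only and 100% = wells lacking PAFAH1B3 protein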
pPAFAH inh: pPAFAH enzyme inhibitors, primary screen, biochemical, fluorescence polarization, human. Platelet-activating factor acetylhydrolase (Homo sapiens), Q13093. inhibition, % at 3.39 µM. 330,000 tested, 1.5% active. recombinant pPAFAH, FP-rhodamine probe fluorescence polarization;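 active = inhibition above the mean inhibition across the screen plus 3 SD, cut at about 25% in these data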;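 note: inhibitors block binding of the rhodamine activity-based probe so polarization drops; 0% = enzyme with DMSO and 100% = wells lacking pPAFAH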
Target sequence (Q13093 whole entry, looked up): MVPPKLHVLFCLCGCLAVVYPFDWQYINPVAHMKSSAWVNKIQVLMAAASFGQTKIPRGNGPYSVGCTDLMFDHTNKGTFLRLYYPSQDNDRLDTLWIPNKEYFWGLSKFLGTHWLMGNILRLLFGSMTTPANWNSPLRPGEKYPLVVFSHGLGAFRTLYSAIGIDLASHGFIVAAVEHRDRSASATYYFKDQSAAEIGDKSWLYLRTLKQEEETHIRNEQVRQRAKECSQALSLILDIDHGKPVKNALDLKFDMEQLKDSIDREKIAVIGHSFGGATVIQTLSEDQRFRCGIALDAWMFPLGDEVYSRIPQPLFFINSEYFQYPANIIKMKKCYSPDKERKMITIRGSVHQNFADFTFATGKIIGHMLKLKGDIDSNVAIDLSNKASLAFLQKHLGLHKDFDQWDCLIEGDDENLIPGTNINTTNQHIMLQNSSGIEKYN
PAD4 inh: human PAD4 inhibitors, primary screen, biochemical, fluorescence polarization, 1536-well format | Protein-arginine deiminase type-4 (Homo sapiens), Q9UM07 | recombinant PAD4, RCA probe fluorescence polarization | inhibition, % at 6.36 µM | 330,000 tested, 0.41% active | AID 485272, 2010;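 active = percent inhibition above a cutoff equal to the mean of all tested compounds plus 3 SD, cut at about 15% in these data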;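 note: 0% = PAD4 with RCA probe and DMSO and 100% = probe without PAD4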
PREPL inhibitor: PREPL enzyme inhibitors, primary screen, biochemical, fluorescence polarization | recombinant PREPL, fluorescence polarization activity-based probe | inhibition, % at 5.96 µM | 320,000 tested, 0.68% active | AID 2751, 2010; in the data active = inhibition above about 43%;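 note: 0% = enzyme with DMSO and 100% = wells lacking enzyme; many of its hits are not listed in these tables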
LYPLA1 inh: LYPLA1 inhibitors, primary screen, counter-screen for PME1 inhibitor project, biochemical, fluorescence polarization, FP-Rh probe ABPP; Acyl-protein thioesterase 1 (Homo sapiens), O75608; recombinant LYPLA1; inhibition, % at 5.9 µM; 320,000 tested, 0.16% active; AID 2174, 2009;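 active = inhibition above the mean of all tested compounds plus 3 SD, set per campaign, cut at about 14% in these data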;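 note: inhibitors block serine hydrolase probe labeling of LYPLA1 so polarization falls; 0% = enzyme with DMSO and 100% = wells lacking LYPLA1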
LYPLA2 inh: LYPLA2 inhibitors, primary screen, counter-screen for PME1 inhibitor project, biochemical, fluorescence polarization, FP-Rh probe ABPP; recombinant LYPLA2; inhibition, % at 5.9 µM; 320,000 tested, 0.38% active;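 active = inhibition above the screen-wide mean plus 3 SD, limit set per campaign, cut at about 26% in these data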;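 note: 0% = LYPLA2 with DMSO and 100% = wells lacking LYPLA2 enzyme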
Target sequence (O95372 whole entry, looked up): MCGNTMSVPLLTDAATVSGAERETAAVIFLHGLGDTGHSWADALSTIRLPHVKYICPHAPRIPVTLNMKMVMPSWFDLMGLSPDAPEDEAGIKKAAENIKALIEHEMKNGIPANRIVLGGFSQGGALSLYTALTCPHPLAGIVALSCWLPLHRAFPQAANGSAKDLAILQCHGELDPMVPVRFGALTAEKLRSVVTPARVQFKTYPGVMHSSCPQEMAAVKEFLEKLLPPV
PAFAH1B2 FP inh: PAFAH1B2 enzyme inhibitors, primary screen, biochemical, fluorescence polarization, human; recombinant PAFAH1B2, FP-rhodamine activity probe; inhibition, % at 3.39 µM; 340,000 tested, 1.2% active; AID 492953, 2010;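 active = inhibition above the mean of all tested compounds plus 3 SD, cut at about 24% in these data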;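 note: 0% = enzyme with DMSO and 100% = wells lacking PAFAH1B2; many of its hits are not listed in these tables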
* = called active by the depositor; . = no result given. Only part of the results is shown; count on the stated rates, not on these rows.

SMILES	PME-1 inh	GSTO1 inh	PAFAH1B3 inh	pPAFAH inh	PAD4 inh	PREPL inhibitor	LYPLA1 inh	LYPLA2 inh	PAFAH1B2 FP inh
COc1ccc(C(C#N)(CC(=O)O)c2cnccn2)cc1OC (configuration not stated)	-3	6	16	1	0	-7	-1	7	-2
CCCN1CNc2c(c(=O)[nH]c(=S)n2-c2ccc(Cl)cc2)C1	1	7	2	-4	3	7	-1	-4	3
Cc1ccc(OCC(=O)O/N=C(\N)c2cccc([N+](=O)[O-])c2)cc1C	-3	1	-4	8	3	18	-1	-3	6
C=CCn1c(CNC(=O)c2cccs2)nnc1SCC(=O)Nc1ccc(C(=O)O)cc1	-8	13	-3	-5	2	14	-1	-3	4
Cc1ccccc1NC(=O)NC1(C(=O)NCCCN2CCOCC2)CCCCC1	-6	-2	1	4	-1	0	-1	-5	4
Cn1c(=O)[nH]c(=O)c2c1nc(CN(Cc1ccccc1)Cc1ccccc1)n2CCN1CCOCC1	-4	-3	-4	-3	0	8	3	2	2
Cc1cccc(Cl)c1NC(=S)N1CCN(c2ccc([N+](=O)[O-])cn2)CC1	-5	6	-1	4	4	-44	-1	1	2
O=C(NCc1ccco1)C(Cc1ccccc1)NS(=O)(=O)c1cccc2nsnc12 (configuration not stated)	4	3	1	-2	-2	6	1	-4	2
O=C(NC(=S)Nc1ccc(F)c([N+](=O)[O-])c1)c1ccccc1F	5	11	8	0	17*	17	-3	-8	5
Cc1cc(C(=O)N(C)CC(=O)Nc2ccccc2C(F)(F)F)c(C)o1	-1	-3	-2	-5	4	2	2	-3	-3
O=[N+]([O-])c1cccc(-c2nnc(C34CC5CC(CC(C5)C3)C4)o2)c1	4	-4	6	3	0	0	4	8	-1
C(#Cc1ccc(C#CCN2CCOCC2)cc1)CN1CCOCC1	0	-5	-9	-2	6	3	-1	2	-4
CSc1nnc(NC(=O)c2cc3ccccc3oc2=O)s1	-6	0	4	-6	-1	-2	1	-3	4
NC(=O)CN1C(=O)/C(=c2\sc3nc(=O)c(Cc4ccccc4)nn3c2=O)c2ccccc21	-2	16	.	5	-1	-6	0	-3	.
CC1CCN(c2ccc([N+](=O)[O-])cn2)CC1	-2	-1	5	-1	-4	1	-1	2	-1
CCCCNC(=O)c1ccccc1SCC(=O)NC1CCCCCCC1	3	.	5	0	3	3	1	4	5
Cc1cc(C)n2nc(C(=O)OCC(=O)c3ccccc3Cl)nc2n1	3	.	1	6	0	4	-1	5	-1
Cc1ccccc1NC(=O)NC1CCS(=O)(=O)C1 (configuration not stated)	-1	4	4	3	-4	-2	-4	-4	0
CC(C)CC(=O)Nc1sc2c(c1C(=O)O)CCCCC2	2	-3	0	1	-4	3	-4	0	11
O=C1CSC(c2cn(-c3ccccc3)nc2-c2cc3ccccc3oc2=O)N1Cc1ccccc1 (configuration not stated)	-1	1	3	1	1	-13	-3	-5	-4
COc1ccc(/C=C/C(=O)OCC(=O)NCc2ccco2)cc1OC	-1	3	7	5	-4	6	-5	4	-1
CN(CC(=O)Nc1ccccc1Cl)C(=O)c1cc(-c2cccs2)nn1-c1ccccc1	2	-4	10	-2	2	1	-5	-6	7
CC(=O)OCc1ccccc1Sc1ccccc1C(=O)NCc1ccccc1	-1	-6	9	5	-1	-5	1	-1	4
Cc1ccc(S(=O)(=O)N2CCN(C(=O)c3ccc([N+](=O)[O-])cc3)C2)cc1	0	3	4	1	-1	-5	7	6	8
CCN1C(=O)C(CC(=O)Nc2ccc(OC)cc2)N(Cc2ccc(OC)c(OC)c2)C1=S (configuration not stated)	3	7	.	-1	-4	-4	-2	0	.
CCN(CC)c1ccc(C2NCC(c3ccc([N+](=O)[O-])cc3)O2)cc1 (configuration not stated)	-6	17	9	-1	-1	19	-5	-3	1
CC(=O)c1ccc(N(CC(=O)NC2CCCCC2)C(=O)CNC(=O)c2cccs2)cc1	2	6	-6	2	1	11	2	-4	4
CCOc1ccc(CCNC(=O)COC(=O)c2ccncc2)cc1OCC	.	.	-3	-10	-18	0	.	.	3
Cc1ccsc1C(=O)N1CC=C(c2ccccc2)CC1	-8	7	5	-3	-6	11	0	-1	-3
CCOC(=O)c1c(NC(=O)CN2C(=O)NC3(CCCCC3C)C2=O)sc(C(=O)N(C)C)c1C (configuration not stated)	-1	10	2	-2	-1	-3	-2	0	5
C/C(=N\Nc1nc(N)cc(Cl)n1)c1cccc([N+](=O)[O-])c1	8	3	-6	0	1	4	0	5	4
CCOC(=O)N1CCN(Cc2nc(Cc3cccc(C(F)(F)F)c3)no2)CC1	4	7	7	4	1	7	6	8	-2
CN(C)c1ccc(NC(=O)c2ccc3c(c2)nnn3C)cc1	1	4	5	4	3	5	-2	-7	1
COc1ccc(Cl)cc1NC(=O)CN(C)C(=O)Cn1c(=O)oc2ccccc21	-9	0	2	-1	-2	11	-4	0	7
Cc1ccc(OC(=O)c2cccc(C(=O)Oc3ccc(C)cn3)n2)nc1	-1	9	.	2	-1	5	-2	2	.
CC1CCN(C(=S)NCCc2ccccc2)CC1	-8	0	-2	8	-7	-4	-3	1	5
O=S(=O)(c1ccc(Nc2ccc3c(c2)OCO3)nc1)N1CCOCC1	7	5	6	2	-8	30	4	14	0
O=c1c2ccccc2nc(-c2ccc([N+](=O)[O-])cc2)n1O	7	-1	6	0	-3	6	-1	-3	-3
COc1ccc2c(=O)c(C(=O)NCCc3ccccc3)c[nH]c2c1	-5	-7	-3	2	-2	-28	-7	-10	6
Cc1ccc(C(=O)OCn2nnc3ccccc3c2=O)cc1[N+](=O)[O-]	2	-7	10	5	-2	5	3	5	4
CN(C(=O)COC(=O)/C=C/c1ccc2ccccc2n1)C1CCS(=O)(=O)C1 (configuration not stated)	1	-13	8	5	2	19	7	3	4
CCOc1ccccc1NC(=S)NCc1cccn1C	0	2	11	3	10	2	0	-1	4
O=C(NCCc1ccccc1)C(=O)NCC1OCCCN1S(=O)(=O)c1ccc(F)cc1 (configuration not stated)	-7	1	5	6	1	8	-2	-1	13
Cc1nn(C)c(Cl)c1CN1CCCC(C(=O)Nc2ccc(-c3cscn3)cc2)C1 (configuration not stated)	-1	2	8	3	-2	-6	-3	-3	3
CC1=CC(C2CC(=O)N(c3ccc(C)cc3)C2=O)CC2C(=O)N(c3ccc(C)cc3)C(=O)C12 (configuration not stated)	7	-5	8	3	0	-6	4	3	1
O=C(O)Cc1ccc(NS(=O)(=O)c2ccccc2Cl)cc1	-4	10	.	-3	1	6	-2	-7	.
COc1ccc(S(=O)(=O)Nc2ncccn2)cc1	4	3	9	0	-2	-10	0	-4	3
CCn1c(SCC(=O)NC2(C#N)CCCCC2)nc2ccccc2c1=O	0	12	3	4	-9	1	4	0	5
C=CCn1c(O)c(C=Nc2ccc(CN3CCCCC3)cc2)c(=O)[nH]c1=S	-5	9	.	1	2	14	1	3	.
CC(C)CC(=O)c1c[nH]c(C(=O)NCc2ccc(F)cc2)c1	0	2	9	-1	1	8	0	3	12
Cc1ccc2c(CSc3nc4nc(C)cc(C)n4n3)cc(=O)oc2c1	-3	-7	5	2	0	35	-6	-3	3
COc1cccc(NC(=O)c2ccc3c(c2)CCN3S(C)(=O)=O)c1	0	-5	4	0	-6	-10	1	-7	-3
CCC(C)(C)NC(=O)CN(C(=O)C(=O)Nc1ccc2c(c1)OCCO2)C1CC1	2	0	-2	5	4	9	5	-2	2
COc1cccc(CC(NC(C)=O)C(=O)NC2CCN(c3c(Cc4ccccc4)c(C)nc4ncnn34)CC2)c1OC (configuration not stated)	6	0	-1	6	-3	3	-2	4	2
COc1ccc2c(c1)[C@H]1[C@H](CO2)[C@H](c2ccccc2)[C@]2(C)C(=O)N[C@H](C)C(=O)N12	-3	.	1	1	4	3	1	-6	-2
CCCCCCCNC(=O)C1(CC2CC(c3cccc(Br)c3)=NO2)CCN(C(=O)OC(C)(C)C)CC1 (configuration not stated)	-4	11	10	7	1	2	-4	1	-3
Cc1ccc(-c2nc(C(Cl)Cl)c3ccccc3n2)cc1	-8	-8	3	4	-2	-6	0	0	-6
COC(=O)c1cc(-c2ccccc2)n(CC(=O)O)c1C	2	10	8	3	-7	-14	2	1	6
Cc1noc(C)c1C(=O)N1CCN(c2ccccc2O)CC1	6	.	1	0	-2	-3	0	-7	-3
CN(C(=O)COC(=O)c1c2c(nc3ccccc13)/C(=C/c1cccc([N+](=O)[O-])c1)CCC2)C1CCS(=O)(=O)C1 (configuration not stated)	-9	-15	-1	24	1	-4	-5	-3	-4

Continued; the last 4 above are carried over.
SMILES	PME-1 inh	GSTO1 inh	PAFAH1B3 inh	pPAFAH inh	PAD4 inh	PREPL inhibitor	LYPLA1 inh	LYPLA2 inh	PAFAH1B2 FP inh
Cc1ccc(-c2nc(C(Cl)Cl)c3ccccc3n2)cc1	-8	-8	3	4	-2	-6	0	0	-6
COC(=O)c1cc(-c2ccccc2)n(CC(=O)O)c1C	2	10	8	3	-7	-14	2	1	6
Cc1noc(C)c1C(=O)N1CCN(c2ccccc2O)CC1	6	.	1	0	-2	-3	0	-7	-3
CN(C(=O)COC(=O)c1c2c(nc3ccccc13)/C(=C/c1cccc([N+](=O)[O-])c1)CCC2)C1CCS(=O)(=O)C1 (configuration not stated)	-9	-15	-1	24	1	-4	-5	-3	-4
O=C(N/N=C/c1cccc([N+](=O)[O-])c1)C1CC(=O)N(c2ccc(Br)cc2)C1 (configuration not stated)	6	-4	6	5	-1	8	4	15	3
COC(=O)c1cc(-c2cccc([N+](=O)[O-])c2)c2c(=O)[nH]c(=O)n(C)c2n1	6	6	-1	1	-1	-8	0	3	-7
CCOc1c(CNCc2ccc(C(=O)O)cc2)cccc1OC	-1	-3	2	6	-1	6	0	-2	6
COc1ccccc1NC(=O)CN(Cc1ccco1)C(=O)c1ccc(=O)[nH]c1	2	5	2	3	2	10	3	2	-1
Cc1ccnc(NC(=O)C2CCN(S(=O)(=O)c3ccc(C)c(C)c3)CC2)c1	6	6	1	8	3	5	-1	3	1
CCCN(CCC)C(=O)CC(c1ccccc1)c1ccc(C)cc1O (configuration not stated)	3	5	-3	2	1	2	1	0	1
O=C(N/N=C/c1cccnc1)c1cc(Br)ccc1O	-7	-10	8	11	-1	1	-1	-6	9
CCCN(Cc1nnc(-c2cccs2)o1)C(=O)c1cc(S(=O)(=O)N2CCOCC2)ccc1C	3	.	3	0	-6	22	-1	5	-5
O=C(CN1C(=O)NC2(CCCC2)C1=O)NNC(=O)c1ccc(F)cc1	-5	-1	5	2	1	13	4	12	8
COCCn1c(SCC(=O)Nc2cccc(OC)c2)nnc1-c1ccc(Cl)cc1	7	2	-9	8	-4	-5	-2	-3	1
CN(C(=O)CN1C(=O)/C(=C/c2ccccc2F)SC1=S)C1CCS(=O)(=O)C1 (configuration not stated)	1	-1	4	-5	3	2	3	4	0
